# From PubChem BioAssay
# TSHR antag = blocks TSH signaling through the human TSH receptor | TSHR-expressing cells, TSH-stimulated cAMP HTRF, 2 h; stronger effect = lower value | activity change, negative = inhibition, % at 11.5 µM | actives 0.2% (n = 330,000) | AID 504810;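 active = activity change below a set negative limit, meaning inhibition stronger than a set level, cut at about -70% in these data; inconclusive = activity change between two set negative limits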; note: % is set by controls: 0 for no effect and ±100 for the full control effect
#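 Freshly harvested TSHR cells receive pin-tooled compound, then EC80 TSH at 4nM final. After 2 hours at 37 deg C, antibody in lysis buffer and cAMP-d2 are added; 30 minutes at ambient temperature precede the HTRF read.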
# hERG WT inh = KCNH2 (human, wildtype) channel inhibition; Q12809; U2OS, BacMam KCNH2, thallium flux FluxOr; stronger effect = lower value; activity change, % at 1.84 µM; actives 0.37% (n = 340,000); AID 720551;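 active = maximum activity change below -70%; inconclusive = maximum activity change between -70% and -50%; inactive = maximum activity change above -50%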; note: % is set by controls: 0 for no effect and ±100 for the full control effect
#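 U2OS cells transduced with wild-type KCNH2 virus are loaded with FluxOr dye for 45 min, and thallium flux is measured in kinetic reads before and after stimulation buffer. Rate constants are normalized to DMSO controls.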
# GALK inhibitor = inhibitors of human galactokinase; AID 1868; Purified GALK, Kinase-Glo residual ATP luminescence; Potency, µM (series often up to 57.5 µM), without a hit: at the highest dose activity change, negative = inhibition, usual class: inhibitors; actives 0.007% (n = 270,000); note: potency is the fitted concentration of half-maximal effect; % is set by controls: 0 for no effect and ±100 for the full control effect
#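 Human GALK (5 nM) with 35 uM ATP and 100 uM galactose in 20 mM HEPES pH 8.0, 5 mM MgCl2, 60 mM NaCl, 1 mM DTT, 0.01% BSA. After 1 h at room temperature, leftover ATP was read by Kinase-Glo Plus luminescence.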
# CXXC DNA block = MLL CXXC-DNA interaction inhibition; Q03164; MLL-CXXC / FITC-HOXA9 DNA fluorescence polarization; Potency, µM (doses to about 115 µM), inactives show at the highest dose activity change, negative = inhibition, most hits filed as inhibitors; actives 0.037% (n = 290,000); AID 2662; active = well fitted inhibition curve with a large enough effect in the polarisation, with a control signal flat, not every such curve was filed as active; inconclusive = small, poorly fitted or top-dose-only effect, or effect the other way, or a change in a side signal; inactive = no such curve, though single readings can be large or run the other way; the % refers to the polarisation; note: potency is the fitted concentration of half-maximal effect
#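 Purified MLL-CXXC (added from a 7 uM solution) was preincubated 5 min at ambient with pinned compounds in 50 mM Tris-HCl pH 7.5, 50 mM NaCl, 1 mM DTT, 0.05% BSA. Fluorescein-labeled HOX-A9 DNA (50 nM solution) followed, 30 min, then polarization read.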
# A-T KAP1 phos = potential ataxia-telangiectasia treatment; […] A-T fibroblasts, KAP-1 phosphorylation AlphaLISA; neocarzinostatin DNA damage 30 min before lysis; Potency, µM (top dose mostly 57.5 µM), for the others: top-dose activation, most hits filed as activators; actives 0.19% (n = 320,000); AID 485349; note: potency is the fitted concentration of half-maximal effect; % of control where 0% means no effect; nearly all actives have a fitted effect of over 45% in size
#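 hTERT-immortalized A-T patient fibroblasts ([…]), 500 cells/well in OPTI-MEM, 1% FBS, got compounds for 60 min, then NCS for 30 min at 37C. Lysates were then assayed for phospho-KAP-1 by AlphaLISA (anti-pKAP1 donor, anti-KAP1 acceptor beads), 6 hr at 25C.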
# Giardia kill = Giardia lamblia killing. Giardia lamblia trophozoite viability. activity change, % at 7.66 µM, hits read low. actives 0.15% (n = 340,000). AID 540267; in the data active = activity change below about -80%; inconclusive = between about -30% and that limit;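 note: parasites exposed to compound for two days anaerobically before the ATP read; % is set by controls: 0 for no effect and ±100 for the full control effect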
#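 Each well holds 100 Giardia trophozoites and compound. After two days (48 hrs) at 37 deg C in anaerobic conditions, ATP is quantified by luminescence.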
# TCR activator = activators of T cell receptors. primary human leukocytes, anti-CD3, IL-2 HTRF, 48 h. Potency, µM (series often up to 9.22 µM), for inactives: top-dose activation of IL-2 secretion, actives largely listed as activators. 330,000 tested, under 10 active; note: % of control where 0% means no effect
#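 Human primary leukocytes + a-CD3 beads + cpd, 48 hr; IL-2 in supernatant by HTRF (ex 320nm / em 665nm). No co-stimulatory signal supplied.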
# Tb PFK block = blocks T. brucei phosphofructokinase; T. brucei PFK, ADP-Glo luminescence; Potency, µM (titrated, usually from 57.5 µM), inactives show at the highest dose activity, negative = inhibition, usual class: inhibitors; actives 0.17% (n = 330,000); AID 485367;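 note: potency is the fitted concentration of half-maximal effect; 0% = uninhibited 1x PFK enzyme wells and -100% = no-enzyme wells; nearly all actives have a fitted effect of over 60% in size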
#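 Activity is normalized to no-enzyme wells (full inhibition) and 1.25 nM enzyme wells (no inhibition). Reaction: 0.5 mM F6P, 0.1 mM ATP, 45 min RT, ADP-Glo luminescence; concentration-response curves fitted and classed by quality.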
# FBPA coupling cs = inhibits coupling enzyme system, counter-screen for aldolase hits; AID 2472; coupling enzyme system counterscreen, AmpLite Red fluorescence; activity change, negative = inhibition, % at 58.2 µM, hits read low; actives 0.67% (n = 290,000); in the data active = activity change below about -30%; note: % is set by controls: 0 for no effect and ±100 for the full control effect
#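 Activity here indicates interference with the coupling reaction, not aldolase inhibition. Compounds at 57.5 uM final met coupling enzymes for 10 min at RT; substrate and AmpLite Red detection followed, with a 525/598 nm fluorescence read after 20 min.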
# Chronic BCR inh = inhibitors of chronic active B-cell receptor signaling; ABC-DLBCL IkBa-CBG/CBR reporter, luminescence ratio, 4 h; Potency, µM (top dose mostly 46.1 µM), without a hit: at the highest dose ratio change, negative = lower green/red ratio, most hits filed as inhibitors; actives 0.05% (n = 340,000); active = well fitted inhibition curve with a large enough effect in the signal ratio, with a control signal flat, not every such curve was filed as active; inconclusive = small, poorly fitted or top-dose-only effect, or effect the other way, or a change in a side signal; the % refers to the signal ratio;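 note: potency is the fitted concentration of half-maximal effect; plate controls were basal doxycycline-induced cells for no effect and cells given 10 µM MG132 for full effect; MG132 reads +100%, hits lower the ratio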
#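 TMD8 human ABC-DLBCL cells with doxycycline-inducible IκBα–green luciferase fusion and unfused red luciferase, in 0.5% FBS medium; compounds up to 46 uM, 4 h at 37C. Green/red luminescence ratio, filter-overlap corrected, fitted to concentration-response curves.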
# Starred values were filed as active, the others as inactive; ? = inconclusive; nt = not tested or not shown; [ ] = remark or other dose. Unless noted, calls come from the whole dose curve; as a rule, active = well fitted curve in the direction sought with a large enough effect; inconclusive = small, poorly fitted or top-dose-only effect, or another doubt; inactive = no such curve, though single readings can be large; an effect the other way counts as inactive or inconclusive.
SMILES,TSHR antag,hERG WT inh,GALK inhibitor,CXXC DNA block,A-T KAP1 phos,Giardia kill,TCR activator,Tb PFK block,FBPA coupling cs,Chronic BCR inh
CC1CC(C)(C)CC2(C1)NC(=O)N(CC(=O)N(C)Cc1nc3ccccc3c(=O)[nH]1)C2=O (stereo not given),10,8,nt,nt,-3%,25,1%,-6%,nt,9%
c1ccc(-c2noc(CCC3CCCC3)n2)cc1,-1,3,7%,2%,20%,-4,3%,4%,1,7%
CCS(=O)(=O)N1Cc2ccccc2CC1C(=O)N(C)Cc1ccc(OC)c(F)c1 (stereo not given),6,-9,2%,20%,0%,-7,-5%,8%,1,2%
CCC1Sc2ccccc2N(CC(=O)NCc2ccccc2OC)C1=O (stereo not given),-2,21,-3%,6%,3%,-22,-7%,-5%,0,2%
CCOC(=O)c1ccc(S(=O)(=O)Nc2cc(C(C)(C)C)no2)cc1,2,-2,1%,-17%,7%,-3,-5%,-3%,-5,5%
CCCNC(=O)c1ccc(N2CCC3(CC2)CC(c2ccccc2)=NO3)c(NC(=O)c2ccccc2)c1,0,-40,nt,2%,-1%,15,3%,-2%,1,7%
COc1cccc(/C=N/Nc2ccccc2C(=O)O)c1O,-8,0,-1%,5%,-10%,5,8%,4%,7,?
Cc1ccc(-c2nnc3sc(C4COc5ccccc5O4)nn23)cc1 (stereo not given),-19,nt,1%,17%,2%,10,nt,2%,-2,13%
COc1ccc(CCNC2CC(=O)N(C3CCCCC3)C2=O)cc1OC (stereo not given),-23,-7,0%,18%,2%,16,-12%,1%,-1,-2%
O=C(Nc1cccc(C(=O)N2CCCC2)c1)c1ccccc1,-2,7,2%,1%,-8%,-18,2%,-1%,1,9%
Cc1ccc(-c2nc3cc(NC(=O)C(C)C)ccc3o2)cc1,1,2,2%,3%,-1%,-19,3%,6%,-16,?
Nc1nnc(SCC(=O)OCc2ccc(Cl)c(Cl)c2)s1,-1,1,1%,6%,1%,0,-2%[46.1 µM],?,3,5%
Cn1cc(C(=O)c2cccc(Cl)c2Cl)cc1C(=O)O,-11,-1,-1%,3%,1%,-1,2%,-5%,3,7%
CCn1cnc2cc(NCc3ccccc3Cl)ccc21,2,nt,3%,12%,-3%,-3,5%,3%,1,?
C#CCOCCOCCOCCNc1nc(N2CCN(C(=O)[C@H](CC(N)=O)n3cc(C(N)[C@@H](C)CC)nn3)CC2)nc(N2CCN(C(=O)[C@H](CCCCN)n3cc([C@@H](N)CC(N)=O)nn3)CC2)n1 (stereo not given in full),-4,5,nt,nt,1%,-14,-4%,-1%,nt,0%
CCOC(=O)CSc1nnc(CNC(=O)c2ccc(S(=O)(=O)N3CCCCC3)cc2)n1C,-1,6,1%,11%,nt,10,-7%,-2%,2,-3%
O=C(/C=C/c1ccccc1)NC(=S)N1CCSCC1,-6,4,3%,-22%,0%,0,-3%,-6%,5,-8%
CNC(=S)N(Cc1ccc(OC)cc1)C1CC(=O)N(c2ccc(C(=O)OC)cc2)C1=O (stereo not given),17,nt,0%,-8%,-3%,nt,2%[46.1 µM],-8%,1,-12%
COc1ccc(CNCc2ccc([N+](=O)[O-])cc2)cc1OC,-4,3,-6%,11%,2%,-5,-4%,-6%,-2,2%
C=CCN1C(=O)/C(=c2\sc3nc(=O)c(Cc4ccc(OC)c(OC)c4)nn3c2=O)c2ccccc21,0,2,5%,-10%,-4%,8,2%,-1%,6,0%
S=C(S)OC1CC2CC1C1CCCC21 (stereo not given),-12,-6,nt,-18%,nt,-8,-4%,nt,nt,nt
COc1ccc(N2CCN(C(=O)CCCN3C(=O)c4cccc5cccc(c45)C3=O)CC2)cc1,-19,43,4%,-4%,-9%,0,4%,4%,-4,?
O=C(O)c1ccc(Cl)c(S(=O)(=O)Nc2ccc3cn[nH]c3c2)c1,5,15,0%,-6%,3%,-10,12%,?,-71*,9%
CN(C)c1ccc(C(=S)N2CCOCC2)cc1,5,-5,6%,0%,2%,-4,-41%,-9%,0,4%
COc1ccc(C(=O)NCC2CCCCC2)cc1S(=O)(=O)N1CCCC1,19,-6,nt,nt,-5%,-10,-1%,13%,nt,0%

# Full records from above. Order of screens: TSHR antag	hERG WT inh	GALK inhibitor	CXXC DNA block	A-T KAP1 phos	Giardia kill	TCR activator	Tb PFK block	FBPA coupling cs	Chronic BCR inh
# Cc1ccc(-c2nnc3sc(C4COc5ccccc5O4)nn23)cc1 (stereo not given) as listed: -19	nt	1%	17%	2%	10	nt	2%	-2	13%
# CCS(=O)(=O)N1Cc2ccccc2CC1C(=O)N(C)Cc1ccc(OC)c(F)c1 (stereo not given) as listed: 6	-9	2%	20%	0%	-7	-5%	8%	1	2%
# CCOC(=O)CSc1nnc(CNC(=O)c2ccc(S(=O)(=O)N3CCCCC3)cc2)n1C as listed: -1	6	1%	11%	nt	10	-7%	-2%	2	-3%

# Other compounds follow.
SMILES,TSHR antag,hERG WT inh,GALK inhibitor,CXXC DNA block,A-T KAP1 phos,Giardia kill,TCR activator,Tb PFK block,FBPA coupling cs,Chronic BCR inh
O=C(COc1ccccc1)Nc1nccs1,1,-6,2%,-11%,nt,-1,5%[46.1 µM],-21%,0,?
COc1ccc(Nc2cc(C(=O)NCCCN3CCOCC3)c3ccccc3n2)cc1OC,-10,0,-2%,1%,-5%,-7,nt,?,0,?
Cn1nnc2cc(C(=O)N3CCSCC3)ccc21,4,-14,0%,5%,-1%,-2,7%,0%,3,1%
CC1CCCN(Cc2c(C(=O)N3CCc4ccccc4C3)nc3ccc(Cl)cn23)C1 (stereo not given),-11,-1,5%,17%,3%,-2,-2%,0%,nt,2%
CC(c1ccco1)N(Cc1ccco1)C(=O)Nc1ccccc1 (stereo not given),-5,3,0%,-17%,-3%,-3,-4%,-3%,-3,3%
COC(=O)c1c(C(=O)OC)c(-c2ccccc2)n2c1CS(=O)C2 (stereo not given),-13,3,5%,13%,nt,-20,-2%,2%,0,?
CCSc1nnc(Cn2c(=O)sc3ccccc32)n1-c1ccccc1C,-7,-1,-1%,-12%,3%,-2,-8%[46.1 µM],6%,5,0%
COc1ccccc1CC(=O)Nc1ccc2c(c1)CCC2,9,-4,0%,9%,3%,-4,6%[46.1 µM],-7%,2,1%
Cc1csc(SCC(=O)NC(C)C2CC3CCC2C3)n1 (stereo not given),-7,4,nt,nt,8%,26,-3%,-1%,nt,?
CCC(C)NCCOc1cccc(Br)c1 (stereo not given),-3,-5,2%,4%,5%,0,3%[46.1 µM],-13%,0,0%
CCCCc1ccc(-c2nc(NC(=O)C3C4CCC(O4)C3C(=O)O)sc2C)cc1 (stereo not given),-11,nt,4%,-21%,10%,nt,nt,4%,2,?
COc1ccc(CCNC(=O)C(=O)c2c(C)[nH]c3ccccc23)cc1,-3,18,4%,10%,15%,-4,-6%,0%,nt,-7%
Cc1nonc1C(=O)N/N=C/c1ccncc1,6,11,7%,2%,6%,-7,1%,0%,3,?
CCCc1cc2c(cc1NC(=O)c1ccccc1F)OCO2,2,8,nt,3%,-8%,-16,3%,1%,0,?
O=C(COC(=O)c1cc(Cl)ccc1O)NNC(=O)c1ccc([N+](=O)[O-])cc1,2,7,nt,nt,-1%,1,1%,-7%,nt,?
CCOC(=O)c1c(C)[nH]c(C)c1S(=O)(=O)NCCN1CCN(c2ccccc2F)CC1,-2,8,-8%,-2%,1%,-8,5%,-5%,0,0%
CC(C)CC(=O)Nc1cccc(-c2cn3ccsc3n2)c1,-4,1,-2%,4%,6%,3,4%,1%,0,-14%
O=C(CN1CCCC1)N/N=C/c1c(O)ccc2ccccc12,-3,2,-3%,34%[activator],12%,-1,-5%,6%,-8,-1%
COc1ccc(C(=O)N/C(=C\c2cn(S(=O)(=O)N(C)C)c3ccccc23)C(=O)N2CCOCC2)cc1,17,2,-4%,10%,-4%,-13,2%,1%,1,-11%
CCN1C(=O)C2(C(C#N)=C(N)Oc3n[nH]c(-c4ccccc4)c32)c2ccccc21 (stereo not given),7,27,0%,2%,-1%,-12,7%,-11%,1,?
Cc1cc(N2C(=O)C(=O)/C(=C(/O)c3ccccc3)C2c2cccs2)no1 (stereo not given),3,-3,0%,-2%,-1%,0,5%,-1%,-1,7%
Cc1nnc(SCc2ccon2)n1-c1ccccc1,1,-1,0%,-5%,0%,9,0%,-1%,-2,-2%
COc1cccc(/C=C/C(=O)Nc2ccc3c(c2)OCCO3)c1,-19,-8,4%,-7%,3%,-22,-5%,1%,-7,?
Cc1ccccc1NC(=O)c1ccc(Cl)c(NC(=O)c2cccnc2)c1,1,nt,3%,2%,-2%,nt,nt,-4%,0,?
COc1ccccc1NC(=O)CCS(=O)(=O)c1ccccc1,0,6,5%,8%,2%,-4,nt,-5%,0,-18%
CSc1ccccc1NC(=O)CN(C)C(=O)CNc1ccc(C(F)(F)F)cc1[N+](=O)[O-],3,5,nt,nt,7%,-16,-3%,-3%,nt,-1%
